NTR1 ag – NTR1-driven beta-arrestin-GFP spot formation – imaging, U2OS cells, high content, primary screen (AID 493036). activation, % at 20 µM. P30989. agonist mode. 330,000 tested, 0.17% active;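 active = activation at or above 40% of the spot to cytoplasm intensity ratio, with at least 20 cells analyzed; inconclusive = wells under 20 cells, flagged as cytotoxic or low count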;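 note: 0% = DMSO without peptide and 100% = 100 nM NTR1 peptide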
Target sequence (P30989 whole entry, looked up): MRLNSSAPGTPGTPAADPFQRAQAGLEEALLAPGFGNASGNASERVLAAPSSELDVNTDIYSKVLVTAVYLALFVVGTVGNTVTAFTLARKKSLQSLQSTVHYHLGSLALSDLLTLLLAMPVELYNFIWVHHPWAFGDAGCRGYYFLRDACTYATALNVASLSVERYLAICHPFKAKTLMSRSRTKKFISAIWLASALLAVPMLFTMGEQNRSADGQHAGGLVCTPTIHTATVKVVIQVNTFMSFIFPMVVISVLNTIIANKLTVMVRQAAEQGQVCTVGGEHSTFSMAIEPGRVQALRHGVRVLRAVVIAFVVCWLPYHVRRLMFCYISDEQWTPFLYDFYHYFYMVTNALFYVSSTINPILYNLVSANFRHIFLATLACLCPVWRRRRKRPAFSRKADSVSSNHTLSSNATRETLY
SV40 large T antigen – SV40 large T antigen inhibitors, biochemical (AID 1903) | SV40 large T antigen ATPase/helicase inhibition assay; higher % means a stronger effect | inhibition, % at 20 µM, or IC50 in µM where a hit was titrated | 310,000 tested, 0.39% active; in the data active = a potency from the dose series; inconclusive = inhibition mostly from about 32% at the one dose, without a potency; inactive = the rest, 99 in 100 with inhibition below about 32%; note: strong numbers were not always called active
Rac1 GTP hydrolysis – MgcRacGAP GTPase-activating activity inhibitors, confirmation, biochemical, ADP Hunter fluorescence | MgcRacGAP-stimulated Rac1 GTP hydrolysis, ADP Hunter fluorescence; higher % means a stronger effect; GST-tagged Rac1 F28L mutant substrate | inhibition, % at 30 µM; hits with a dose series show IC50 in µM | 340,000 tested, 0.6% active | AID 624330;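 active = first-screen hits whose inhibition reached a set limit at any dose in the follow-up dose series; inconclusive = inhibition above the set first-screen limit but never retested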;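 note: fluorescence reports GDP produced by GAP-driven GTP hydrolysis; strong numbers were not always called active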
UTI89 phage lysis – inhibition of K1F phage lysis, E. coli UTI89, bacterial capsule biogenesis inhibitors, alamar blue (AID 488966) | E. coli UTI89 K1F phage lysis, alamar blue, 2 h; higher % means a stronger effect | inhibition, % at 100 µM, or IC50 in µM where a hit was titrated | 340,000 tested, 0.02% active;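 active = phage lysis inhibition, versus mean bacterial control, above a set limit; inconclusive = no clear call, values can overlap the other calls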;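 note: capsule biogenesis inhibitors block K1F phage lysis so surviving cells raise fluorescence; higher fluorescence means more inhibition of phage lysis; actives were called in the ten point dose series up to 300 µM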
TNAP activation fold – stimulation of alkaline phosphatase TNAP activity – biochemical, luminescent, no phosphate acceptor, uHTS, primary screen (AID 1001); purified TNAP, luminescent activation assay, no phosphate acceptor; higher activation fold means a stronger effect; activation fold at 20 µM; hits with a dose series show EC50 in µM; 200,000 tested, 0.03% active; in the data active = activation fold from about 3, or a potency from the dose series; inactive = the rest, 99 in 100 with activation fold below about 1.6; note: many of its hits are not listed in these tables
RSV CPE inhibition – RSV antiviral activity via CPE protection, HEp-2 cells, primary 10 µM value included (AID 2391) | one-dose CPE inhibition, % at 10 µM; IC50 in µM for titrated hits | 310,000 tested, 0.13% active | HEp-2 cells, RSV-induced CPE inhibition; higher % means a stronger effect; in the data active = a potency from the dose series; inconclusive = CPE inhibition mostly from about 23% at the one dose, without a potency; inactive = the rest, 99 in 100 with CPE inhibition below about 21%; note: strong numbers were not always called active
T cell modulator – T cell immune modulation candidate; 2C CD8+ T cell-vesicle binding, flow cytometry; stronger effect = lower value; calls only at 7 µM; 330,000 tested, 0.068% active; AID 2052;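 active = response, share of CD8 T cells binding vesicles, and their 90th percentile fluorescence all below set limits, cut at about 80% in these data, passing the limit was not always enough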
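Read-out – percent CD8+ FL2 mean versus row control · System – murine 2C transgenic CD8+ T lymphocytes · Times – 1.5 h cell–vesicle binding at 37 °C, then 20 min icy labelling · Control set – naked vesicles low, QL9 vesicles with vehicle high · Detection – cytometric PE anti-B7-1 and Alexa647 anti-CD8 signals after 1% paraformaldehyde fixation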
Myeloid diff 2 – promotes myeloid progenitor differentiation | 360,000 tested, 1% active | ER-HoxA9 myeloid progenitors, lysozyme-GFP differentiation, flow cytometry | calls only at 10 µM;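 active = normalized GFP-positive differentiation at or above the plate's own cutoff, the solvent-only control mean plus 3 SD; inconclusive = no clear call, values can overlap the other calls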;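 note: cells exposed to compound for four days before flow analysis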
PhoP inhibition – PhoP-dependent GFP reporter repression – Salmonella Typhimurium, primary screen (AID 1863); S. Typhimurium PhoP-regulated promoter GFP reporter, 4 h; higher % means a stronger effect; one-dose inhibition, % at 50 µM; IC50 in µM for titrated hits; 300,000 tested, 0.16% active;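 active = inhibition over 29.93%, a cutoff 3 SD above the screen mean, later confirmed by dose response; inconclusive = inhibition over 29.93% but no dose response follow-up; inactive = inhibition at most 29.93% or unconfirmed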;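 note: 0% = low Mg2+ inducing control and 100% = high Mg2+ repressing control; strong numbers were not always called active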
T cell modulator vesicle-bound % – further read-out of T cell modulator, marked with its call; double positive events, %; measured here: CD8+ vesicle-bound cell fraction;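 binding gate set so that unloaded-vesicle control wells show 10% double positive cells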
NTR1 ag cell count 20 µM – recorded beside NTR1 ag, whose call it bears; cell count; measured here: cell count, cytotoxicity flag
Myeloid diff 2 GFP+ MAC1+ % – further read-out of Myeloid diff 2, marked with its call; GFP+ MAC1+ double positive, %; measured here: differentiation confirmed by MAC1 staining
* marks the source's active call; other numbers are inactive results; i = inactive; ? = inconclusive; nt = no result given; & = joins results of further samples; [ ] = another dose, or the depositor's remark. Outcome played no part in choosing rows; any-hit rate near 2.3%.

compound	NTR1 ag	NTR1 ag cell count 20 µM	SV40 large T antigen	Rac1 GTP hydrolysis	UTI89 phage lysis	TNAP activation fold	RSV CPE inhibition	T cell modulator	T cell modulator vesicle-bound %	Myeloid diff 2	Myeloid diff 2 GFP+ MAC1+ %	PhoP inhibition
CCCNC(=O)c1ccc(N2CCC3(CC2)CC(c2cccc(Br)c2)=NO3)c(NC(=O)c2ccccc2)c1	2.6	52	2%	12%	0.2%	nt	-1.5%	nt	nt	i	0.7	nt
CC/C(=N\O)c1c(O)c2c(n(-c3ccccc3)c1=O)CCCC2	4.2	37	5%	4%	1.8%[50 µM]	1	0.4%	i	42	i	0.5	-4%
Fc1cccc(/C=N/N=C/c2cccc(F)c2)c1	4.0	45	11%	3%	1.2%	1.1	1.2%	i	28	i	0.2	1%
Nc1nnc(SCC(=O)Nc2cccc(S(=O)(=O)N3CCOCC3)c2)s1	0.5	103	-1%	5%	0.8%[50 µM]	nt	-0.3%	i	30	i	1.3	-4%
Cc1ccccc1C(=O)Nc1ccc(C(=O)N/N=C/c2ccccn2)cc1	0.6	62	6%	11%	0.1%	nt	1.1%	i	10	i	0.3	0%
COc1cc2ccccc2cc1C(=O)N/N=C/c1cccnc1	1.9	47	6%	-14%	-0.2%	nt	0.0%	i	14	?	nt	-6%
COc1ccc(Br)cc1C1CC(=O)N2CN(Cc3ccccc3)CSC2=C1C#N (stereo not given)	11	53	19%&35%	19%	-1.8%	1	2.0%	i	55	i	3.2	5%
O=C(O/N=C(\c1ccccc1)c1ccccn1)c1cccc2ccccc12	13	61	11%	8%	3.5%	1	4.2%	i	31	i	0.5	1%
Cc1ccc(NC(CNS(=O)(=O)c2ccc(Cl)cc2)c2ccccc2)cc1 (stereo not given)	36	46	5%	-3%	-0.3%	1	0.8%	i	41	i	0.2	-2%
CC(=O)c1ccc(OCC(O)CN2CCCC(C)C2)cc1 (stereo not given)	9.9	63	5%	0%	0.3%	1.1	-0.8%	i	18	i	2.6	4%
COc1ccc(/C(N)=N/OC(=O)CCCN2C(=O)c3ccccc3C2=O)cc1OC	0.0	40	3%	4%	0.3%	1.1	-0.9%	i	58	i	0.4	-10%
Cc1ccc(S(=O)(=O)CC(=O)Nc2nc(C(C)(C)C)cs2)cc1	0.5	58	5%	2%	0.4%	nt	9.8%	i	35	i	2.2	6%
Nc1nnc(SCc2coc(-c3ccc(Cl)cc3)n2)s1	0.5	39	24%	4%	0.4%	1	11%	i	55	i	0.7	-4%
O=C(Cn1c(=O)[nH]c2ccccc2c1=O)Nc1ccc2c(c1)OCO2	1.1	55	11%	11%	0.2%	nt	1.4%	i	32	i	3.3	-6%
O=C(CN1CCC(C(=O)c2ccc(F)cc2)CC1)Nc1ccccc1Cl	-0.2	43	9%	9%	-0.1%	nt	12%	i	20	i	1.5	6%
CC(OC(=O)c1ccc(Cl)cc1O)C(=O)NCCC1=CCCCC1 (stereo not given)	2.7	39	nt	0%	-0.6%	nt	nt	i	44	i	0.3	nt
CSCC(=O)N1CCCC(C(=O)c2cc(F)ccc2F)C1 (stereo not given)	-1.1	82	7%	-14%	0.1%	1.1	1.2%	i	39	i	0.0	0%
Cc1cccc(C(=O)Nc2cccc(-c3ccc4nncn4n3)c2)c1	2.2	56	12%	7%	-0.1%	0.9	-0.4%	i	27	i	0.2	1%
O=C(NCc1cccs1)C1CCC(CNS(=O)(=O)c2cccc3nsnc23)CC1 (stereo not given)	-1.8	89	13%	7%	-0.1%	1	1.6%	i	41	i	1.0	8%
CCOC(=O)Cc1c(C)nc2c(-c3ccccc3)c(C)[nH]n2c1=O	1.5	80	7%	2%	-1.0%	1	1.4%	i	45	i	6.1	-7%
CC(C)CN1CCC(=O)N([C@H](CSc2ccc(Br)cc2)Cc2ccccc2)CC1	6.3	91	7%	12%	0.8%	nt	-3.3%	i	44	i	0.4	-5%
Cc1nc(SCC(=O)N2CCC(Cc3ccccc3)CC2)[nH]c(=O)c1C	3.4	74	13%	1%	1.1%[50 µM]	nt	0.2%	i	48	i	1.6	-8%
CNC(=O)N(O)C1N(/N=C/c2ccccc2O)C(=S)SC1(C)C (stereo not given)	-0.1	62	15%	11%	0.3%	nt	1.4%	i	40	i	0.7	-14%
Cc1ccc(S(=O)(=O)N2CCCC2)cc1C(=O)NCc1ccccn1	2.8	59	6%	4%	0.0%[50 µM]	nt	0.7%	i	16	i	0.2	-7%
CNC(=O)C(=O)NCC(c1cccs1)S(=O)(=O)c1ccc(C)cc1 (stereo not given)	0.5	75	2%	-11%	-0.4%	nt	0.0%	i	30	i	2.5	-1%

Arranged by length of the SMILES (ascending): some entries from above.
compound	NTR1 ag	NTR1 ag cell count 20 µM	SV40 large T antigen	Rac1 GTP hydrolysis	UTI89 phage lysis	TNAP activation fold	RSV CPE inhibition	T cell modulator	T cell modulator vesicle-bound %	Myeloid diff 2	Myeloid diff 2 GFP+ MAC1+ %	PhoP inhibition
CC(OC(=O)c1ccc(Cl)cc1O)C(=O)NCCC1=CCCCC1 (stereo not given)	2.7	39	nt	0%	-0.6%	nt	nt	i	44	i	0.3	nt
CC/C(=N\O)c1c(O)c2c(n(-c3ccccc3)c1=O)CCCC2	4.2	37	5%	4%	1.8%[50 µM]	1	0.4%	i	42	i	0.5	-4%
COc1ccc(Br)cc1C1CC(=O)N2CN(Cc3ccccc3)CSC2=C1C#N (stereo not given)	11	53	19%&35%	19%	-1.8%	1	2.0%	i	55	i	3.2	5%

(list continues)
compound	NTR1 ag	NTR1 ag cell count 20 µM	SV40 large T antigen	Rac1 GTP hydrolysis	UTI89 phage lysis	TNAP activation fold	RSV CPE inhibition	T cell modulator	T cell modulator vesicle-bound %	Myeloid diff 2	Myeloid diff 2 GFP+ MAC1+ %	PhoP inhibition
CC#CC#Cc1cccc(=O)o1	nt	nt	8%	4%	0.1%	nt	5.0%	i	18	i	0.6	5%
O=C1C=C(c2cccc(Br)c2)C[C@@H](c2ccc(Cl)cc2)C1	4.0	47	nt	4%	-0.8%	nt	nt	i	8	i	1.2	nt
CCn1c(SC(C)C(=O)Nc2ccc(N3CCOCC3)cc2)nnc1-c1ccco1 (stereo not given)	0.8	57	19%	1%	1.0%[50 µM]	nt	-2.2%	i	39	i	0.6	-5%
COc1ccc(-c2ccc(/C=C3/C(=N)N4C(C)=CSC4=NC3=O)o2)c([N+](=O)[O-])c1	14	84	4%	-7%	1.8%[50 µM]	0.8	3.0%	i	8	i	0.2	0%
CCOC(=O)c1cccc(NC(=O)CCc2c(C)nc3ncnn3c2C)c1	0.3	78	7%	0%	0.5%	1.2	0.9%	i	24	i	0.7	-2%
Cc1oc2cc(O)cc(O)c2c(=O)c1-c1ccc2c(c1)OCCCO2	2.8	49	-7%	-1%	-0.1%	1.1	6.7%	i	46	i	1.6	11%
CCCCC(=O)Nc1nnc(SCC(=O)NCC2CCCO2)s1 (stereo not given)	-0.4	70	7%	5%	1.0%[50 µM]	nt	1.9%	i	46	i	0.7	-3%
COc1ccc(CNC(=O)c2cc3ccccc3o2)cc1OC	-0.6	55	-1%	1%	-0.5%	nt	0.1%	i	15	i	1.3	-6%
CSCC[C@H](NS(=O)(=O)c1ccc(C)cc1)C(=O)N1CCC(C(=O)N[C@@H](Cc2ccc(O)cc2)C(=O)O)CC1	0.9	98	nt	2%	8.0%	nt	0.6%	i	29	i	2.7	nt
COc1ccc([C@]2(C(C)C)ON(c3ccccc3C(F)(F)F)C2=O)cc1	2.2	66	nt	8%	0.6%	nt	-1.9%	i	37	i	0.1	nt
OC(COc1ccccc1CNCc1cccnc1)CN1CCc2ccccc2C1 (stereo not given)	0.6	43	-1%	10%	0.1%	1	-2.5%	i	32	i	0.1	-5%
COc1nc(N(C#N)CC(N)=O)nc(N2CCCC2)n1	-0.3	75	20%	8%	0.3%	1	5.9%	i	25	i	0.7	10%
Cc1cc(C)c2c(CC(=O)NCc3ccco3)coc2c1	-0.1	67	9%	6%	0.7%	1.2	-1.2%	i	33	i	0.7	1%
CCOC(=O)c1[nH]c(C)c(C(=O)Nc2ccc(C)c(C)c2)c1C	4.5	57	0%	-1%	6.4%	0.9	0.4%	i	39	i	2.2	-10%
O=C(c1ccccc1)c1cncc(Br)c1	0.6	82	7%	3%	0.5%	1	0.6%	i	17	i	0.6	-4%
O=C1CCCCC1C(Nc1ccc(Cl)cc1)c1ccccc1 (stereo not given)	11	47	2%	3%	-0.6%	1	-0.3%	i	50	i	1.0	-3%
COc1ccc(NC(=O)C2CCCN2S(=O)(=O)c2cccs2)c([N+](=O)[O-])c1 (stereo not given)	2.1	48	6%	15%	0.3%[50 µM]	nt	1.3%	i	47	i	1.4	3%
Cc1ccccc1C(=O)NCC(=O)NNC(=O)CCN1CCN(c2ccccc2)CC1	0.7	52	9%	4%	-0.1%	nt	1.5%	i	54	i	1.8	-4%
O=C(CN(c1ccc([N+](=O)[O-])cc1)S(=O)(=O)c1ccccc1)N1CCCCC1	1.5	51	-1%	6%	0.2%	nt	2.8%	i	9	i	0.6	12%

High-throughput results from PubChem BioAssay.
